# Source: PubChem BioAssay (National Center for Advancing Translational Sciences (NCATS))
# GLS inhibitor = qHTS for Inhibitors of Glutaminase (GLS). GLS enzymatic activity, qHTS titration. 410,000 compounds, 0.21% hits. Glutaminase kidney isoform, mitochondrial (Homo sapiens), O94925. Potency, µM (top dose mostly 45.5 µM), without a hit: at the highest dose activity change, negative = inhibition, most hits filed as inhibitors. AID 624170, 2012; note: potency is the fitted concentration of half-maximal effect; % is set by controls: 0 for no effect and ±100 for the full control effect
#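 hKGA; 45 mM KH2PO4 pH 8.2 + 0.02% Tween-20; cpd via pin tool; 1 mM Gln soln; GluOx/HRP/Amplex Red; RT 30 min; fluor. t0 & final.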
# JMJD2A Tudor inh = qHTS Assay for Inhibitors of JMJD2A-Tudor Domain; AlphaScreen JMJD2A-Tudor / H3K4me3 peptide binding; Potency, µM (titrated, usually from 114 µM), without a hit: at the highest dose activity change, negative = inhibition, actives largely listed as inhibitors; 390,000 compounds, 4.4% hits; AID 504339, 2011; note: potency is the fitted concentration of half-maximal effect; % is set by controls: 0 for no effect and ±100 for the full control effect; nearly all actives have a fitted effect of over 50% in size
# HP1b chromo inh = HTS for Inhibitors of HP1-beta Chromodomain Interactions with Methylated Histone Tails; AlphaScreen HP1-beta / biotin-H3K9me3 peptide binding; Potency, µM (top dose mostly 114 µM), inactives show at the top dose activity change, negative = inhibition, actives largely listed as inhibitors; 390,000 compounds, 0.56% hits; note: potency is the fitted concentration of half-maximal effect; nearly all actives have a fitted effect of over 70% in size; inactives centre near 23
#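 Compound inhibition of the preformed complex between 50 nM HP1-beta and 50 nM biotinylated H3K9me3 peptide was read by AlphaScreen. Buffer was PBS pH 7.4 with 0.01% Tween-20. Incubations ran 30 min at room temperature, with 10 ug/mL donor/acceptor beads.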
# G9a inh = qHTS Assay for Inhibitors of Histone Lysine Methyltransferase G9a. Potency, µM (highest dose often 102 µM), without a hit: at the highest dose activity, negative = inhibition, usual class: inhibitors. Histone-lysine N-methyltransferase EHMT2 (Homo sapiens), Q96KQ7. 350,000 compounds, 8.8% hits. G9a H3K9 monomethylation, AlphaScreen, 2 h; note: potency is the fitted concentration of half-maximal effect; % is set by controls: 0 for no effect and ±100 for the full control effect; nearly all actives have a fitted effect of over 75% in size
#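 G9a (20 nM) preincubated 15 min RT with compounds, then 500 nM biotinylated H3K9 peptide and 20 uM SAM added; 2 h RT reaction. Monomethyl-H3K9 product detected by AlphaScreen with anti-H3K9me1 antibody, streptavidin donor and anti-rabbit IgG acceptor beads.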
# PI4K2A block = qHTS for small molecular inhibitors of PI4K2A | 420,000 compounds, 0.13% hits | purified PI4K2A, ADP-Glo luminescence, 1 h; hits give low values | activity change, negative = inhibition, % at 76.9 µM | Phosphatidylinositol 4-kinase type 2-alpha (Homo sapiens), Q9BTU6; in the data active = activity change below about -50%; inconclusive = mostly about -30% to -49%;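 note: -100% = wells without enzyme as full effect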
# Target sequence (Q9BTU6 whole entry, looked up): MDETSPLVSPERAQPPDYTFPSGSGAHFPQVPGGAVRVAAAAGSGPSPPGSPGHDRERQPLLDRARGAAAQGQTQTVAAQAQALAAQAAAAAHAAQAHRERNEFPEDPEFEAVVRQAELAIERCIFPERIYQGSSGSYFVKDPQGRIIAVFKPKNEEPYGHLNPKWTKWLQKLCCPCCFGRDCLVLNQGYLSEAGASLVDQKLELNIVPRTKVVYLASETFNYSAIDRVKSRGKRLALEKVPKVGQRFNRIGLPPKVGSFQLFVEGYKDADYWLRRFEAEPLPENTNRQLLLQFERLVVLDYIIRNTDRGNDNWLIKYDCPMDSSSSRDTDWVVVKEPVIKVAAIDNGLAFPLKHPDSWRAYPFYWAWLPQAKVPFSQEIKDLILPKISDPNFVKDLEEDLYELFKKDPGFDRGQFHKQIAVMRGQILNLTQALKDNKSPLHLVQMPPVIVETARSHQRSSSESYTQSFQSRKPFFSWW
#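 ADP-Glo luminescence measured ADP generated by PI4K2A enzyme (4 ug/mL before mixing) with 1.2 mM PI substrate (pre-mix) and 300 microM ATP (pre-mix). Tris pH7.5 buffer with MgCl2, Triton X-100; 1 h reaction at ambient temperature.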
# BAZ2B block = qHTS Assay for Inhibitors of BAZ2B; Bromodomain adjacent to zinc finger domain protein 2B (Homo sapiens), Q9UIF8; AlphaScreen BAZ2B-H3K14Ac peptide displacement; Potency, µM (highest dose often 114 µM), without a hit: at the top dose activity change, negative = inhibition, hits mostly inhibitors; 360,000 compounds, 4.4% hits; AID 504333, 2011; note: potency is the fitted concentration of half-maximal effect; % is set by controls: 0 for no effect and ±100 for the full control effect; nearly all actives have a fitted effect of over 60% in size
#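 Multi-concentration screen (max 110 uM) measuring displacement of acetylated histone H3 peptide from BAZ2B by AlphaScreen, using 50 nM protein, 50 nM peptide and 10 ug/mL streptavidin donor plus Ni-chelate acceptor beads.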
# ERG-DNA inh = qHTS for Small Molecule Inhibitors of the ERG Ets/DNA interaction; 370,000 compounds, 0.028% hits; Potency, µM (series often up to 76.9 µM), for the others: at the highest dose FP activity, negative = inhibition, actives largely listed as inhibitors; fluorescence polarization, His-ERG Ets domain / labelled DNA; active = well fitted inhibition curve with a large enough effect in the polarisation, with a control signal flat; inconclusive = small, poorly fitted or top-dose-only effect, or effect the other way, or a change in a side signal; inactive = no such curve, though single readings can be large or run the other way; the % refers to the polarisation;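 note: polarization taken with two DNA probes labelled with fluorescein and Texas red; potency is the fitted concentration of half-maximal effect; % of control where 0% means no effect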
#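 His-tagged ERG Ets domain (1 uM in the protein solution; 300mM KCl, 50mM Tris-HCl, 1mM EDTA, 1mM DTT, pH 7.5) received compound, then a probe mix of 5 nM fluorescein-DNA and 100nM Texas-615-DNA. Fluorescence polarization was read for both dyes.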
# PGK inhibitor = qHTS Assay to Find Inhibitors of Phosphoglycerate Kinase | Phosphoglycerate kinase, glycosomal (Trypanosoma brucei brucei), P07378 | Potency, µM (titrated, usually from 57.5 µM), without a hit: at the top dose activity change, negative = inhibition, actives largely listed as inhibitors | PGK/GAPDH coupled, Kinase-Glo luminescence, 60 min | 380,000 compounds, 0.043% hits; note: potency is the fitted concentration of half-maximal effect; % is set by controls: 0 for no effect and ±100 for the full control effect; nearly all actives have a fitted effect of over 60% in size
# Target sequence (P07378 whole entry, looked up): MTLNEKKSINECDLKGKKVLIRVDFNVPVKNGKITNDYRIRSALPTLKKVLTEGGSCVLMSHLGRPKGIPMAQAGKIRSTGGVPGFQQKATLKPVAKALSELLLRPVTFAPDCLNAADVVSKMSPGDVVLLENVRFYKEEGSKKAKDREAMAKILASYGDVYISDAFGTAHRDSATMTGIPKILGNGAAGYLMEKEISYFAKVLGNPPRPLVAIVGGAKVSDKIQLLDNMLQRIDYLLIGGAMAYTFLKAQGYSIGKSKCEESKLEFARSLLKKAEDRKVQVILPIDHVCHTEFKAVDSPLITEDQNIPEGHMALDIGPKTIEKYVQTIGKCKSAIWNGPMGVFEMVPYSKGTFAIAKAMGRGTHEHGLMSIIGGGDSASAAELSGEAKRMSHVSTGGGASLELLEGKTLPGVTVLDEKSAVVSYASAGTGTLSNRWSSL
#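 Luminescent ATP detection (Kinase-Glo Plus) follows a 60-minute room-temperature incubation, with wells lacking PGK as controls. Buffer: 100 mM TEA (pH 7.6), 5 mM MgCl2, 0.01% Tween-20. Coupling enzyme GAPDH (100 nM final) supplies unstable 1,3-BPG in-well.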
# Pin1 inh = qHTS Assay to Find Inhibitors of Pin1 | Peptidyl-prolyl cis-trans isomerase NIMA-interacting 1 (Homo sapiens), Q13526 | Pin1 FP peptide displacement, HiFluor488, 10 min | Potency, µM (highest dose often 115 µM), without a hit: at the highest dose activity, negative = inhibition, actives largely listed as inhibitors | 390,000 compounds, 0.009% hits | AID 504891, 2011; active = well fitted inhibition curve with a large enough effect in the polarisation, with a control signal flat, not every such curve was filed as active; inconclusive = small, poorly fitted or top-dose-only effect, or effect the other way, or a change in a side signal; inactive = no such curve, though single readings can be large or run the other way; the % refers to the polarisation; note: potency is the fitted concentration of half-maximal effect; % is set by controls: 0 for no effect and ±100 for the full control effect
# Target sequence (Q13526 whole entry, looked up): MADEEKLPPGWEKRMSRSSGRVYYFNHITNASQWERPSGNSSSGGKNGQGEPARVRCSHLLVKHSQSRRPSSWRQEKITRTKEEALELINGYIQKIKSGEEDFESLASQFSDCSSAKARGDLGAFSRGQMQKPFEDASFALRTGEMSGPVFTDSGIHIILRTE
# * = called active by the depositor; i = inactive; u = inconclusive; x = no result given; [ ] = remark or other dose. Unless noted, calls come from the whole dose curve; as a rule, active = well fitted curve in the direction sought with a large enough effect; inconclusive = small, poorly fitted or top-dose-only effect, or another doubt; inactive = no such curve, though single readings can be large; an effect the other way counts as inactive or inconclusive. Rows are unselected; overall some 11% were active at least once.
SMILES,GLS inhibitor,JMJD2A Tudor inh,HP1b chromo inh,G9a inh,PI4K2A block,BAZ2B block,ERG-DNA inh,PGK inhibitor,Pin1 inh
CCOc1ccc(NC(=O)c2cccnc2SC)cc1,1%,-7%,29%,15%,-19,x,1%,6%,6%
O=C(O)CSCC(=O)NC1CCCc2ccccc21 (stereo unspecified),0%,-1%,56%[activator],x,3,-2%,-11%,5%,0%
CCN(CC(=O)NCc1ccc(Cl)cc1)C(=O)c1ccc2cc(OC)ccc2c1,-1%,1%,36%,u,-20,-3%,4%,-6%,2%
CCOC(=O)N1CCc2c(sc(NCc3ccc(N(CC)CC)cc3)c2C(=O)Nc2cc(OC)ccc2OC)C1,8%,u,u,7.1µM*,-1,7.9µM*,2%,i,65%[activator]
N#Cc1ccc(NC(=O)CN2C(=O)NC3(CCCC3)C2=O)cc1,4%,-9%,4%,20%,0,1%,1%,6%,-2%
CC1=NN(c2cccc(F)c2)C(=O)/C1=C/c1ccc(N(C)C)cc1,3%,-17%,-2%,-16%,-8,-26%,0%,8%,2%
O=C(COC(=O)CNC(=O)c1ccc(Br)cc1)Nc1nnc(-c2ccccc2)o1,7%,-12%,42%[activator],u,1,-3%,0%,1%,6%
CCC(C)[C@H](NC(=O)N1CCCCCC1)C(=O)OC (stereo partly specified),0%,-4%,37%,x,1,22%,-6%,-3%,-3%
CC1CCN(S(=O)(=O)N2CCCC(C(=O)NCc3ccc(F)cc3)C2)CC1 (stereo unspecified),11%,11µM*,-20%[57 µM],13%,-7,-12%,2%,-1%,u
CCOC(=O)NCc1ccc(S(=O)(=O)Nc2ccc(C)cc2)cc1,10%,-16%,66%[activator],-11%[59 µM],6,9%,9%,7%,-6%

# Next part (2 carried over from the part before).
SMILES,GLS inhibitor,JMJD2A Tudor inh,HP1b chromo inh,G9a inh,PI4K2A block,BAZ2B block,ERG-DNA inh,PGK inhibitor,Pin1 inh
CC1CCN(S(=O)(=O)N2CCCC(C(=O)NCc3ccc(F)cc3)C2)CC1 (stereo unspecified),11%,11µM*,-20%[57 µM],13%,-7,-12%,2%,-1%,u
CCOC(=O)NCc1ccc(S(=O)(=O)Nc2ccc(C)cc2)cc1,10%,-16%,66%[activator],-11%[59 µM],6,9%,9%,7%,-6%
COc1ccccc1CN(C)C(=O)c1ccc(S(=O)(=O)Nc2c(C)n(C)n(-c3ccccc3)c2=O)cc1,5%,-14%,24%,x,-9,x,0%,-3%,-8%
C/C(=N\c1nc2ccccc2n1C)c1cc(Cl)ccc1O,0%,-1%,49%[activator],33%[0.501 µM],-13,-2%[57.1 µM],-10%,i,5%
CCN(CC)S(=O)(=O)c1ccc(C(=O)NCC(=O)NCCCc2ccccc2)cc1,8%,-15%,-33%,13%,5,-29%,0%,-6%,-1%
COc1cc(C(=O)OCC(=O)N2CC(C)OC(C)C2)cc(OC)c1OC (stereo unspecified),-1%,-8%,0%,15%,-1,12%,-4%,i,-3%
CC(C)Oc1ccc(C(CC(=O)O)c2ccc(F)cc2)cc1 (stereo unspecified),0%,-7%,29%,42%[59 µM],2,-1%,6%,-5%,1%
CCOc1ccc(NC(=O)CSc2ccc(-c3ccco3)nn2)cc1,0%,-24%,12%,u,-5,-4%,23%,-10%,0%
CCOc1ccccc1NC(=O)CSc1ccc2nnc(-c3cccnc3)n2n1,-3%,-16%,16%,-22%,3,-22%,-1%,4%,0%
COc1ccc(NC(=O)CSc2nnc(C)c(=O)n2N)cc1,1%,-2%,21%,x,-3,4%,2%,10%,-6%
CC(=O)c1ccc(OCCCC(=O)NC2CCCc3ccccc32)cc1 (stereo unspecified),11%,-7%,25%,-8%,3,-1%,-6%,5%,-4%
CCN(CC)S(=O)(=O)c1cc(OC)c(Cl)cc1OC,2%,-2%[11.4 µM],62%[activator],-5%,-2,-16%,-20%,-9%,0%

# Marked active in JMJD2A Tudor inh (from the list above):
SMILES,GLS inhibitor,JMJD2A Tudor inh,HP1b chromo inh,G9a inh,PI4K2A block,BAZ2B block,ERG-DNA inh,PGK inhibitor,Pin1 inh
CC1CCN(S(=O)(=O)N2CCCC(C(=O)NCc3ccc(F)cc3)C2)CC1 (stereo unspecified),11%,11µM*,-20%[57 µM],13%,-7,-12%,2%,-1%,u

# 5 compounds already listed, arranged by length of the SMILES, lowest first:
SMILES,GLS inhibitor,JMJD2A Tudor inh,HP1b chromo inh,G9a inh,PI4K2A block,BAZ2B block,ERG-DNA inh,PGK inhibitor,Pin1 inh
C/C(=N\c1nc2ccccc2n1C)c1cc(Cl)ccc1O,0%,-1%,49%[activator],33%[0.501 µM],-13,-2%[57.1 µM],-10%,i,5%
CCOc1ccc(NC(=O)CSc2ccc(-c3ccco3)nn2)cc1,0%,-24%,12%,u,-5,-4%,23%,-10%,0%
CC(=O)c1ccc(OCCCC(=O)NC2CCCc3ccccc32)cc1 (stereo unspecified),11%,-7%,25%,-8%,3,-1%,-6%,5%,-4%
CCOc1ccccc1NC(=O)CSc1ccc2nnc(-c3cccnc3)n2n1,-3%,-16%,16%,-22%,3,-22%,-1%,4%,0%
COc1ccccc1CN(C)C(=O)c1ccc(S(=O)(=O)Nc2c(C)n(C)n(-c3ccccc3)c2=O)cc1,5%,-14%,24%,x,-9,x,0%,-3%,-8%

# Remaining list, next part:
SMILES,GLS inhibitor,JMJD2A Tudor inh,HP1b chromo inh,G9a inh,PI4K2A block,BAZ2B block,ERG-DNA inh,PGK inhibitor,Pin1 inh
Cc1ccc(S(=O)(=O)Nc2cc3c4c(c2)C(C)C(=O)N4CCC3)cc1 (stereo unspecified),19%,-10%,21%,u,-5,5%,-4%,-6%,u
CC(C)(C)c1ccc(NC(=O)CON=C(N)c2ccccc2)cc1,2%,-10%,15%,5%,-3,8%,-5%,-9%,-6%
Cn1c(SCC(=O)NNC(=O)Nc2ccccc2)nnc1-c1ccccc1,24%,-7%,24%,5%,3,-6%,-4%,2%,3%
CC(=O)Nc1ccc(S(=O)(=O)NCCC(=O)Nc2cc(C)ccn2)cc1,8%,-3%,19%,9%[0.501 µM],-1,8%,5%,-1%,-2%
O=C(c1cccc([N+](=O)[O-])c1)N1CCN(c2ccc(N3CCOCC3)nn2)CC1,-5%,-10%,20%,-3%,0,-5%,-5%,-3%,0%
CCOc1ccc(C(=O)NC2CCN(S(=O)(=O)CC)CC2)cc1,-2%,-1%,31%,4%,2,13%,8%,-1%,2%
O=C(CSc1nc2c(c(=O)n1-c1ccccc1)SCC2)N1CCOCC1,1%,-20%,34%,21%,0,13%,-3%,-8%,-2%
CCCSc1nc(-c2ccc(OC)cc2)cc(-c2ccccc2OC)c1C#N,-4%,22%,-39%,1.8µM*,-1,22%,-4%,0%,-1%
Cc1onc(-c2c(F)cccc2Cl)c1C(=O)N=C(N)N1CCCC1,5%,-12%,40%[activator],10%[59 µM],-4,0%,3%,i,-6%
Cc1ccc(CNC(=O)C2CC(c3ccccc3[N+](=O)[O-])=NO2)cc1 (stereo unspecified),4%,-20%,19%,-9%[12.7 µM],0,-6%[57.1 µM],-8%,-3%,2%
CN(C)S(=O)(=O)c1cccc(NC(=O)COc2ccccc2C(=O)NCc2ccccc2)c1,5%,4%,32%,u,1,7%,x,3%,6%
O=C1CC(N2CCCCC2)C(=O)N1c1ccccc1 (stereo unspecified),-17%,1%,77%,u,4,-2%,-5%,i,-17%
CCn1c(CCNC(=O)c2cccs2)nnc1SCC(=O)Nc1nc(-c2ccccc2)cs1,0%,-27%,6%,-10%[59 µM],-4,-7%,1%,-10%,63%[activator]
CCN(CC)Cc1c(C(=O)N2CCc3ccccc3C2)nc2ccc(Cl)cn12,7%,-7%,30%,8%[0.501 µM],4,u,-1%,0%,2%
COc1cccc(NC(=O)CN(C)C(=O)CCCc2c[nH]c3ccccc23)c1,13%,u,-12%,-1%[12.7 µM],1,u,16%,1%,u
COc1ccc(-n2nc(C(=O)N3CCCCC3)c3c4ccccc4n(C)c3c2=O)cc1Cl,-3%,-9%,67%[activator],25%[59 µM],-2,x,5%,i,22%
COc1ccc(Nc2nc(NCc3ccco3)nc(N/N=C/c3ccccc3Cl)n2)cc1,5%,u,u,18%[59 µM],-4,u,0%,-1%,15%
Cc1ccc(N2CC(C(=O)N3CCC(c4nc5ccccc5[nH]4)CC3)CC2=O)cc1C (stereo unspecified),2%,-6%,20%,2%[0.501 µM],-4,13%,-1%,1%,-2%
CCOC(=O)C1CCCN(C(=O)CSc2ccc(NC(C)=O)cc2)C1 (stereo unspecified),2%,0%,52%[activator],35µM*,-2,-20%,-1%,3%,0%
Cc1[nH]c2ccccc2c1C1N2CC3(C)CN1CC(C)(C2)C3=O (stereo unspecified),6%,-14%,11%,3%[59 µM],-3,1%,2%,i,-13%
